EBNA-1 inhibitor – blocks EBNA-1 binding to DNA | EBNA-1 DNA binding, fluorescence polarization | actives 0.34% (n = 300,000) | inhibition, % at 14.8 µM | AID 1950; in the data active = inhibition above about 28%
ZTA DNA inh – ZTA (EBV) inhibition in EBNA-1 counter-screen; inhibition, % at 11 µM; ZTA-DNA binding, fluorescence polarization; P03206; AID 2234; actives 0.15% (n = 320,000); in the data active = inhibition above about 33%
LYPLA2 counter – blocks human lysophospholipase 2, a PME1 counter-screen; O95372; AID 2177; inhibition, % at 5.9 µM; actives 0.38% (n = 320,000); recombinant LYPLA2, FP-Rh probe fluorescence polarization;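 active = inhibition above the screen-wide mean plus 3 SD, limit set per campaign, cut at about 26% in these data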;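 note: 0% = LYPLA2 with DMSO and 100% = wells lacking LYPLA2 enzyme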
GSTO1 counter – blocks human GSTO1 in RBBP9 counter-screen. recombinant GSTO1, activity-based probe fluorescence polarization. inhibition, % at 5.96 µM. actives 1.1% (n = 300,000). AID 1974;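 active = inhibition above the campaign mean inhibition plus 3 SD, cut at about 35% in these data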;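 note: 0% = GSTO1-1 with DMSO and 100% = wells lacking GSTO1-1 enzyme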
PAFAH1B3 FP inh – blocks human PAF acetylhydrolase 1B catalytic subunit 3; Q15102; recombinant PAFAH1B3, FP-rhodamine probe, fluorescence polarization; inhibition, % at 3.39 µM; actives 0.28% (n = 340,000); AID 492972;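 active = inhibition above the screen-wide average of all tested compounds plus 3 SD, cut at about 25% in these data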;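 note: 0% = enzyme with DMSO only and 100% = wells lacking PAFAH1B3 protein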
LYPLA1 counter – blocks human lysophospholipase 1, a PME1 counter-screen; O75608; actives 0.16% (n = 320,000); recombinant LYPLA1, FP-Rh probe fluorescence polarization; inhibition, % at 5.9 µM;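 active = inhibition above the mean of all tested compounds plus 3 SD, set per campaign, cut at about 14% in these data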;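 note: inhibitors block serine hydrolase probe labeling of LYPLA1 so polarization falls; 0% = enzyme with DMSO and 100% = wells lacking LYPLA1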
Target sequence (O75608 whole entry, looked up): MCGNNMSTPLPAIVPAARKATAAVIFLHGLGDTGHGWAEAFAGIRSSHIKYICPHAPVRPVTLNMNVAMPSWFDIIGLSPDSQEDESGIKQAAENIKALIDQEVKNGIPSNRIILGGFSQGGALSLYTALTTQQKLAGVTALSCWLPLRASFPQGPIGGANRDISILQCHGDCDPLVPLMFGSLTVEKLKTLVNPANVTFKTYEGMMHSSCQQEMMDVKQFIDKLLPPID
PAFAH2 inh – inhibitors of human PAFAH2. Q99487. recombinant PAFAH2, FP-rhodamine activity probe, fluorescence polarization. inhibition, % at 3.39 µM. actives 0.99% (n = 340,000);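 active = inhibition above the mean over all tested compounds plus 3 SD, cut at about 30% in these data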;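 note: inhibitors block probe labeling of enzyme so polarization drops; 0% = enzyme with DMSO and 100% = wells lacking PAFAH2 protein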
PREPL inh – inhibitors of human prolyl oligopeptidase-like enzyme PREPL. recombinant PREPL, fluorescence polarization activity-based probe. actives 0.68% (n = 320,000). AID 2751. inhibition, % at 5.96 µM; in the data active = inhibition above about 43%;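 note: 0% = enzyme with DMSO and 100% = wells lacking enzyme; many of its hits are not listed in these tables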
Target sequence (Q4J6C6 whole entry, looked up): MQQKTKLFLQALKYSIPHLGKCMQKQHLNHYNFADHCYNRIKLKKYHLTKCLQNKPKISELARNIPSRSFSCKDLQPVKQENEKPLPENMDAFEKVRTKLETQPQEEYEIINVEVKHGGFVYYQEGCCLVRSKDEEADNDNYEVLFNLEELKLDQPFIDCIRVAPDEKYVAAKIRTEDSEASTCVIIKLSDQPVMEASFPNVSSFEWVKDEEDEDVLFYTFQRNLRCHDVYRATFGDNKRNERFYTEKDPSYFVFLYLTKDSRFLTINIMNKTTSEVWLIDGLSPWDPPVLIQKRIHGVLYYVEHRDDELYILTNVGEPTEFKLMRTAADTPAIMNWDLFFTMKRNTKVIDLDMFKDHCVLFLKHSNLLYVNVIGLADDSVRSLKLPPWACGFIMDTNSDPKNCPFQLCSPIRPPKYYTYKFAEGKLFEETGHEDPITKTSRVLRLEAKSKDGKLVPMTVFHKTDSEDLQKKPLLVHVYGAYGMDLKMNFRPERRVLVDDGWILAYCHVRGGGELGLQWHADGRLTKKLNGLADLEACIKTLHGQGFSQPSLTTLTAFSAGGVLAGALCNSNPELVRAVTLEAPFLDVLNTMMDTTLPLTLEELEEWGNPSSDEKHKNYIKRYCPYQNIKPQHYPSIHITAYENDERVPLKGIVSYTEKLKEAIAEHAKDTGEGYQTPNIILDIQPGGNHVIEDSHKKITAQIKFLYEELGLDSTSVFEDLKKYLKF
PAD4 inh – blocks human protein arginine deiminase 4; recombinant PAD4, RCA probe fluorescence polarization; inhibition, % at 6.36 µM; actives 0.41% (n = 330,000);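 active = percent inhibition above a cutoff equal to the mean of all tested compounds plus 3 SD, cut at about 15% in these data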;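 note: 0% = PAD4 with RCA probe and DMSO and 100% = probe without PAD4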
Active calls of the source: *; . = not tested or not shown. Only part of the results is shown; the hit share may differ from the screen's.

1. COc1ccc(C(=O)Nc2ccc(OCc3ccccc3)cc2)cc1[N+](=O)[O-]
2. CC(C)(C)SCCNS(=O)(=O)c1ccccc1
3. Cc1cc(Cl)c(S(=O)(=O)NCC2CCCO2)cc1OCC(=O)NC1CCCCC1 (stereo unspecified)
4. O=C(c1ccc(NS(=O)(=O)c2ccc(F)cc2)cc1)N1CCCCCC1
5. Cc1ccc(C(=O)NC(C)C2CCCO2)o1 (stereo unspecified)
6. O=C(CC1SCCNC1=O)Nc1ccc(Cl)cc1 (stereo unspecified)
7. CCOC(=O)c1sc(NC(=O)Cc2ccccc2OC)nc1C
8. C#CCNC(=O)C1=C[C@@H](C)C[C@@H](OCc2ccc(CO)cc2)O1
assay / compound	1	2	3	4	5	6	7	8
PAD4 inh	-2	-3	0	-5	-5	-3	3	-4
LYPLA1 counter	-4	-2	1	-2	0	2	-1	1
PREPL inh	10	11	-5	-4	8	-5	-4	-9
PAFAH2 inh	4	9	3	11	-1	-2	6	0
GSTO1 counter	1	0	-2	1	3	-4	0	5
ZTA DNA inh	-2	-5	-5	10	-11	-3	11	6
LYPLA2 counter	7	-11	3	2	8	7	8	1
PAFAH1B3 FP inh	5	-1	4	5	1	3	11	9
EBNA-1 inhibitor	11	-14	4	-2	6	10	11	10

9. O=C(COC(=O)c1nc(-c2ccccc2)n(-c2cccc(C(F)(F)F)c2)n1)NCc1cccs1
10. COC(=O)CC1=NN(c2ccccc2)C(=O)C1
11. CCOc1ccc(NC(=O)CN2CCc3cc4c(cc3C2)OCCCO4)cc1OCC
12. CN(CCOc1ccc(Cl)cc1)C(=O)CN1C(=O)NC2(CCCCC2)C1=O
13. COc1ccc(C)cc1NC(=O)c1cccc(C(=O)Nc2cc(C)ccc2OC)n1
14. COc1ccc(N(Cc2cc(=O)[nH]c3ccccc23)C(=O)C(C)C)cc1
15. O=C(COC(=O)c1cccs1)NCC1CCCCC1
16. O=C(Nc1nnc(CCN2CCOCC2)s1)C1CCCCC1
assay / compound	9	10	11	12	13	14	15	16
PAD4 inh	4	-17	4	-3	-1	1	-6	-2
LYPLA1 counter	1	-4	-2	-1	1	-5	1	-1
PREPL inh	-19	-1	-2	0	12	2	0	4
PAFAH2 inh	-7	-1	-2	-4	-10	-1	79*	-1
GSTO1 counter	-1	13	10	-4	1	-10	3	4
ZTA DNA inh	4	-5	-1	-4	-11	-1	-17	-10
LYPLA2 counter	3	-2	1	3	4	3	4	3
PAFAH1B3 FP inh	1	3	4	0	-8	7	4	2
EBNA-1 inhibitor	2	-3	-11	-9	5	3	-2	-1

17. C=CCn1c(C(C)NC(=O)c2cccc(C)c2)n[nH]c1=S (stereo unspecified)
18. CCOC(=O)C1CCCN(C(=O)CCCn2nc(C)n3c(cc4sccc43)c2=O)C1 (stereo unspecified)
19. COC(=O)Cn1c(CCC(=O)O)ccc1-c1ccccc1
20. Cc1ccc(S(=O)(=O)N2CCCCC2CCNC(=O)C(=O)NCc2ccccc2)cc1 (stereo unspecified)
21. COc1ccc(-c2nc(CS(=O)CC(=O)NCCc3ccc(C)cc3)c(C)o2)cc1OC (stereo unspecified)
22. CC(=O)Oc1ccc(-c2cccc(C(=O)N(C)c3ccc(O)cc3)c2)cc1
23. COc1cc2[nH]c(=O)n(Cc3ccc(C(=O)NCC4CCCO4)cc3)c(=O)c2cc1OC (stereo unspecified)
24. CCOc1ccccc1/C=N/Nc1cc(C)nc2ccc(C)cc12
assay / compound	17	18	19	20	21	22	23	24
PAD4 inh	-4	1	2	5	3	-2	-4	-1
LYPLA1 counter	-1	4	1	3	2	-3	1	-1
PREPL inh	2	-8	-2	1	5	-5	2	4
PAFAH2 inh	-5	3	7	6	0	1	4	1
GSTO1 counter	5	-4	2	-1	-4	-1	6	0
ZTA DNA inh	-6	2	2	-11	-1	12	15	-18
LYPLA2 counter	8	4	0	1	3	-2	1	2
PAFAH1B3 FP inh	8	-2	20	4	6	0	-1	4
EBNA-1 inhibitor	-4	2	4	2	-4	5	-3	-16

25. COCCn1nnnc1C(c1ccccn1)N1CCN(c2cc(Cl)ccc2C)CC1 (stereo unspecified)
26. Cc1ccc(C)c(NC(=O)CN(C)C(=O)COc2cccc3c2OC(C)(C)C3)c1
27. Cc1ccc(CNC(=O)C2CCN(S(=O)(=O)c3ccc4c(c3)CC(C)N4C(=O)C3CCC3)CC2)o1 (stereo unspecified)
28. COC(=O)c1ccccc1NC(=O)Cn1nc2n(C)c3ccccc3n2c(=O)c1=O
29. CC(C)C(=O)Nc1ccc(NC(=S)NC(=O)c2ccc([N+](=O)[O-])cc2)cc1
30. O=C(NNc1c(Cl)cccc1Cl)c1c(F)cccc1Cl
31. COC(=O)c1ccc(-c2ccc(/C=N/NC(=O)CC3(C)OCCCO3)o2)cc1
32. C/C(=N\NC(=O)c1cccnc1)c1nnn(-c2nonc2N)c1C
assay / compound	25	26	27	28	29	30	31	32
PAD4 inh	-1	-6	-6	-7	-1	4	2	3
LYPLA1 counter	-1	4	16*	1	2	2	3	-2
PREPL inh	10	-5	13	6	6	5	3	-6
PAFAH2 inh	0	4	-3	.	-2	3	2	-5
GSTO1 counter	0	2	-17	-1	3	8	12	13
ZTA DNA inh	3	5	2	-12	14	1	9	11
LYPLA2 counter	-1	1	12	2	1	4	-3	1
PAFAH1B3 FP inh	8	12	5	.	2	2	2	4
EBNA-1 inhibitor	6	12	5	-3	1	7	-6	3

33. Cc1oc(-c2ccccc2Cl)nc1CSc1nc2c(c(=O)[nH]1)CCCC2
34. COCCOC(=O)c1[nH]c2c(c1C)C(=O)CC(c1ccc(OC)c(OC)c1)C2 (stereo unspecified)
35. CC(NC(=S)NCc1ccc(F)cc1)C12CC3CC(CC(C3)C1)C2 (stereo unspecified)
36. O=C(NCCNC(=O)c1cc(Cl)ccc1Cl)c1ccco1
37. CC(C)N1CCC(N2CCN(CCCn3cccn3)CC2CCO)CC1 (stereo unspecified)
38. CC(C)[C@H](NC(=O)NCc1ccc(F)cc1)C(=O)O
39. Cc1ccc(SCc2c(-c3ccccc3)nn(C)c2Cl)cc1
40. Cc1ccc(C(=O)/C=C/c2ccc(Br)cc2)o1
assay / compound	33	34	35	36	37	38	39	40
PAD4 inh	0	0	-11	1	1	-2	-2	-2
LYPLA1 counter	-1	0	-4	3	-2	1	0	-4
PREPL inh	-2	4	2	-2	3	10	13	-1
PAFAH2 inh	11	-7	1	11	-4	-6	11	-2
GSTO1 counter	-11	0	-5	4	3	11	-7	-9
ZTA DNA inh	6	-5	5	-3	9	-11	0	9
LYPLA2 counter	3	9	-13	5	5	-3	13	0
PAFAH1B3 FP inh	8	-2	4	7	2	1	-1	0
EBNA-1 inhibitor	6	6	-18	2	2	-4	-15	5

41. O=c1nc(N2CCCCC2)nc2n1CCO2
42. COc1ccccc1CCNC(C)CCc1ccc(O)cc1 (stereo unspecified)
43. O=C(Nc1ncn[nH]1)c1ccc(Cl)cc1Cl
44. OCC1OC(n2nnc3ccccc32)C(O)C(O)C1O (stereo unspecified)
45. CCOc1ccc(C(=O)Nc2ccccc2N2CCN(C(=O)c3ccccc3)CC2)cc1[N+](=O)[O-]
46. Cc1cc(NC(=O)c2c(Cl)c(C)nn2C)no1
47. CCC(C)NC(=O)Cn1c(=O)n(-c2ccc(OC)cc2)c(=O)c2ccc(C(=O)NCc3ccc(C)cc3)cc21 (stereo unspecified)
48. S=C(NCc1ccc(Cl)cc1)Nc1ccncc1
assay / compound	41	42	43	44	45	46	47	48
PAD4 inh	-6	3	5	-2	-1	1	-2	2
LYPLA1 counter	-1	0	2	0	-2	-2	2	-1
PREPL inh	10	9	-5	9	7	9	6	-22
PAFAH2 inh	8	-6	-1	-7	-6	-4	3	-7
GSTO1 counter	-8	4	7	-5	-9	6	-1	3
ZTA DNA inh	2	-13	-25	-8	3	5	-8	0
LYPLA2 counter	-1	-7	5	0	-5	-1	1	5
PAFAH1B3 FP inh	6	2	-2	7	7	7	4	3
EBNA-1 inhibitor	3	-3	-6	3	-8	6	5	6

Random excerpt: 2 compounds from above
26. Cc1ccc(C)c(NC(=O)CN(C)C(=O)COc2cccc3c2OC(C)(C)C3)c1
42. COc1ccccc1CCNC(C)CCc1ccc(O)cc1 (stereo unspecified)
assay / compound	26	42
PAD4 inh	-6	3
LYPLA1 counter	4	0
PREPL inh	-5	9
PAFAH2 inh	4	-6
GSTO1 counter	2	4
ZTA DNA inh	5	-13
LYPLA2 counter	1	-7
PAFAH1B3 FP inh	12	2
EBNA-1 inhibitor	12	-3

Continued:
49. O=C(CNC(=O)c1cccs1)Nc1ncccc1O
50. O=[N+]([O-])c1ccc(Cl)c(/C=N/n2c(C3CCCCC3)n[nH]c2=S)c1
51. CNC(=O)/C=C/c1cccc(C(F)(F)F)c1
52. C=CC[C@@H](CC(=O)N[C@H](CO)Cc1ccccc1)C(=O)N[C@H](C)COC(=O)[C@@H](CC=C)Cc1ccc(F)cc1
53. CCN1CCN(CC(=O)N/N=C/c2ccc(F)cc2F)CC1
assay / compound	49	50	51	52	53
PAD4 inh	-4	-10	5	5	3
LYPLA1 counter	1	-2	-2	.	-1
PREPL inh	2	-11	13	22	12
PAFAH2 inh	0	-1	-6	-3	-4
GSTO1 counter	0	4	2	.	6
ZTA DNA inh	-2	1	-2	.	-13
LYPLA2 counter	-2	0	-5	.	7
PAFAH1B3 FP inh	0	9	6	15	2
EBNA-1 inhibitor	7	-6	-1	.	3

Some of these compounds in order of heavy-atom count, ascending:
51. CNC(=O)/C=C/c1cccc(C(F)(F)F)c1
49. O=C(CNC(=O)c1cccs1)Nc1ncccc1O
53. CCN1CCN(CC(=O)N/N=C/c2ccc(F)cc2F)CC1
50. O=[N+]([O-])c1ccc(Cl)c(/C=N/n2c(C3CCCCC3)n[nH]c2=S)c1
47. CCC(C)NC(=O)Cn1c(=O)n(-c2ccc(OC)cc2)c(=O)c2ccc(C(=O)NCc3ccc(C)cc3)cc21 (stereo unspecified)
assay / compound	51	49	53	50	47
PAD4 inh	5	-4	3	-10	-2
LYPLA1 counter	-2	1	-1	-2	2
PREPL inh	13	2	12	-11	6
PAFAH2 inh	-6	0	-4	-1	3
GSTO1 counter	2	0	6	4	-1
ZTA DNA inh	-2	-2	-13	1	-8
LYPLA2 counter	-5	-2	7	0	1
PAFAH1B3 FP inh	6	0	2	9	4
EBNA-1 inhibitor	-1	7	3	-6	5

Copied from the list.
In EBNA-1 inhibitor, `O=C(CNC(=O)c1cccs1)Nc1ncccc1O` has 7
In PREPL inh, `CNC(=O)/C=C/c1cccc(C(F)(F)F)c1` has 13
In PAD4 inh, `C=CC[C@@H](CC(=O)N[C@H](CO)Cc1ccccc1)C(=O)N[C@H](C)COC(=O)[C@@H](CC=C)Cc1ccc(F)cc1` has 5

From PubChem
